DSG3 Ab inh – blocks pemphigus antibody binding to human desmoglein-3; DSG3-coupled beads, scFv-anti-DSG3-GFP binding, flow cytometry; hits give low values; binding (percent of control), % at 10 µM; actives 0.48% (n = 310,000); AID 588358;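 active = binding more than 3 SD below its plate's average and above zero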;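 also: hits lower antibody fragment binding to DSG3; some compounds called inactive have numbers as strong as hits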
Target sequence (P32926 whole entry, looked up, the tested form may be a part): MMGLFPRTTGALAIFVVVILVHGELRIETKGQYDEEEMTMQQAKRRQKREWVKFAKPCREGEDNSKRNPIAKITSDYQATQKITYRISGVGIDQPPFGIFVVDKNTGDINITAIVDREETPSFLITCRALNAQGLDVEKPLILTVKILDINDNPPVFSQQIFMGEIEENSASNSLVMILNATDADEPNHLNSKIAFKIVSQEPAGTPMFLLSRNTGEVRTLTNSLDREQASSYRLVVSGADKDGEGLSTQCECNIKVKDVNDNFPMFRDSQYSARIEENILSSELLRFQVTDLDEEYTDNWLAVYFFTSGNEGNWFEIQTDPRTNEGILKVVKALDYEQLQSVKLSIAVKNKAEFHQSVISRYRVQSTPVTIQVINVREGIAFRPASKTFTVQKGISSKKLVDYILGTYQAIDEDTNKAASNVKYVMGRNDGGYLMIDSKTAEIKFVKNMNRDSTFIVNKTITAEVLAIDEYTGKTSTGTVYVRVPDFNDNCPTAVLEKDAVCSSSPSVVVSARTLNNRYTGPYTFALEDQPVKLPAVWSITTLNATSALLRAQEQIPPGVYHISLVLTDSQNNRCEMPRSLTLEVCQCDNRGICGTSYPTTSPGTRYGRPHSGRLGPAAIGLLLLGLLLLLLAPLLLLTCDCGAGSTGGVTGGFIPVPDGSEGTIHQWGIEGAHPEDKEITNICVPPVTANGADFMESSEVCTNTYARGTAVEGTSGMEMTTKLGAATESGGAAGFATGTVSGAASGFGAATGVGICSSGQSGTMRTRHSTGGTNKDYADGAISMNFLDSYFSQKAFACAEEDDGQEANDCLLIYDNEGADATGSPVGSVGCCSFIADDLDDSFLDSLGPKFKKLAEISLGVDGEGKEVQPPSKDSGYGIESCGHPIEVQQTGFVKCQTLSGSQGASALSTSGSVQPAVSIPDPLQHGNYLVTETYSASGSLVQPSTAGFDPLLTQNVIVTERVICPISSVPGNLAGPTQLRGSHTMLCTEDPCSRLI
HTR5A ag – counter-screen for OPRM1-OPRD1 agonists: human HTR5A agonism. P47898. HTR5A agonist assay, luminescence, cell-based. activation, % at 9.3 µM. actives 0.61% (n = 340,000). AID 504692; in the data active = activation mostly above about 9.5%, no sharp cut-off; inactive = mostly below about 7.6%;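 also: 0% = cells with vehicle only and 100% = reference agonist; strong numbers were not always called active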
AddAB inh – less growth of phage-infected E. coli with AddAB. E. coli expressing H. pylori AddAB, absorbance growth. actives 0.29% (n = 330,000). AID 435030. inhibition, % at 11.9 µM; in the data active = inhibition above about 12%;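 also: 0% = vehicle wells of infected cells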
OPRM1-OPRD1 ag – OPRM1-OPRD1 heterodimerization agonism; activation, % at 9.3 µM; actives 0.3% (n = 340,000); cells, luminescence; P35372+P41143; AID 504326; in the data active = activation above about 18%;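 also: 0% = vehicle-treated cells and 100% = reference agonist; values of inactives mirror those of a sister screen read the other way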
SUMO Mot1 rescue – blocks SUMOylation pathway, rescuing yeast Mot1-301 growth. S. cerevisiae Mot1-301 growth rescue, ATP luminescence, 38.5C; percent above DMSO median, 100 means doubled. growth rescue, % at 18.8 µM. actives 1% (n = 320,000);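 active = every valid replicate shows activation above 250% relative to neutral control wells; inactive = the rest, any valid replicate at or below 250%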;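 also: OY570 slx delta 5 strain wells were the positive control but not used for scaling; some compounds called inactive have numbers as strong as hits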
Ecoli viability – counter-screen for AddAB inhibitors: E. coli growth inhibition; actives 0.27% (n = 330,000); E. coli V3065 growth, OD600 absorbance, 18 h; AID 449728; inhibition, % at 11.9 µM;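 active = inhibition above the campaign's mean inhibition across all tested compounds plus 3 SD, cut at about 9.9% in these data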;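 also: uninfected addAB+ strain grown without phage in ampicillin broth; 0% = DMSO wells and 100% = ciprofloxacin 0.95 µg/ml wells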
MOR-DOR inv ag – inverse agonists of human mu-delta opioid receptor heterodimerization. P35372+P41143. inhibition, % at 9.3 µM. cell-based MOR-DOR heterodimer luminescence, inverse agonism. actives 0.21% (n = 340,000); in the data active = inhibition above about 22%, passing the limit was not always enough;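 also: 0% = cells with DMSO and 100% = wells without cells with DMSO; values of inactives mirror those of a sister screen read the other way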
PKA-R1A act – activators of PKA-R1A complex; P00514+P68181; PKA-R1A dissociation, Cy5-IP20 fluorescence polarization; scaled: DMSO 0%, 113 µM cGMP 100%; activation, % at 11.4 µM; actives 0.083% (n = 340,000); AID 504707;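 active = percent activation above the mean of all tested compounds plus 3 SD, cut at about 19% in these data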;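 also: higher means more PKAc released from R1A so a rise in polarization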
PfHsp90 set2 – growth inhibition of yeast expressing Plasmodium Hsp90; AID 504621; actives 0.32% (n = 310,000); inhibition, % at 9.4 µM; S. cerevisiae expressing PfHsp90, BacTiter-Glo ATP, 48 h; yeast lacking PDR1 and PDR3 efflux regulators;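 active = every replicate shows inhibition above about 80%, whatever the replicate mean, limit read from the data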;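 also: 0% = DMSO neutral controls and 100% = 20 µM radicicol positive controls; yeast relying on Plasmodium falciparum Hsp90 in place of its own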
phage Ecoli inh – E. coli growth loss with phage present; AID 651602; inhibition, % at 11.9 µM; actives 0.26% (n = 360,000); growth absorbance; in the data active = inhibition above about 11%
HTR5A inv ctr – inverse agonist of human HTR5A in OPRM1-OPRD1 counter-screen; HTR5A cell line, luminescence, inverse agonism; AID 504634; P47898; actives 0.083% (n = 340,000); inhibition, % at 9.3 µM; in the data active = inhibition mostly above about 23%, no sharp cut-off; inactive = mostly below about 18%;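 also: 0% = cells with DMSO and 100% = no-cell wells with DMSO; some compounds called inactive have numbers as strong as hits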
An asterisk follows results filed as active; . = not tested or not shown.

Start of the listing, in advance (4 entries):
SMILES	DSG3 Ab inh	HTR5A ag	AddAB inh	OPRM1-OPRD1 ag	SUMO Mot1 rescue	Ecoli viability	MOR-DOR inv ag	PKA-R1A act	PfHsp90 set2	phage Ecoli inh	HTR5A inv ctr
COc1ccc(NC(=O)CC2SC(=N)N(c3ccccc3)C2=O)c(OC)c1 (configuration not stated)	108	3	-2.3	0.9	-24	-1.0	-4	2	-30	0.3	25
CCOc1ccccc1NC(=O)Nc1ccc(Br)cc1C	100	0	0.0	0.2	-13	2.5	-1	-7	-4	2.7	-1
CC(C(=O)NC1CC(C)(C)NC(C)(C)C1)c1ccc([N+](=O)[O-])cc1 (configuration not stated)	100	2	-1.2	-0.6	7	2.3	4	3	6	2.9	-14
CCOc1ccccc1NC(=O)CSc1nc(=O)n(Cc2ccccn2)c2c1CCC2	102	4	3.0	-0.2	-6	-1.0	1	6	17	3.2	-11

The list itself, from the first entry:
SMILES	DSG3 Ab inh	HTR5A ag	AddAB inh	OPRM1-OPRD1 ag	SUMO Mot1 rescue	Ecoli viability	MOR-DOR inv ag	PKA-R1A act	PfHsp90 set2	phage Ecoli inh	HTR5A inv ctr
COc1ccc(NC(=O)CC2SC(=N)N(c3ccccc3)C2=O)c(OC)c1 (configuration not stated)	108	3	-2.3	0.9	-24	-1.0	-4	2	-30	0.3	25
CCOc1ccccc1NC(=O)Nc1ccc(Br)cc1C	100	0	0.0	0.2	-13	2.5	-1	-7	-4	2.7	-1
CC(C(=O)NC1CC(C)(C)NC(C)(C)C1)c1ccc([N+](=O)[O-])cc1 (configuration not stated)	100	2	-1.2	-0.6	7	2.3	4	3	6	2.9	-14
CCOc1ccccc1NC(=O)CSc1nc(=O)n(Cc2ccccn2)c2c1CCC2	102	4	3.0	-0.2	-6	-1.0	1	6	17	3.2	-11
COc1ccc(C)cc1S(=O)(=O)NCC(c1ccc2c(c1)OCO2)N1CCOCC1 (configuration not stated)	110	2	0.1	0.3	-13	1.1	-2	0	.	4.8	-7
N#Cc1c(-c2ccc(F)cc2)cc(-c2cccs2)nc1SCC(=O)O	99	-1	-0.9	-0.3	8	-1.8	1	-3	-55	1.0	5
CC[C@]12C(=O)N(C)C[C@H]([C@@H]3C(=O)N(C)C(=O)[C@@H]31)N2C(=O)c1ccc(C(C)(C)C)cc1	99	1	.	-2.4	.	.	14	-15	5	1.4	-2
Cc1cc(O)cc2c1C1CCC3(C)C(=O)CCC3C1C=C2 (configuration not stated)	118	-4	.	0.4	.	.	-2	3	-3	1.7	17
COCCNC(=O)c1ccccc1NC(=O)c1cc(OC)cc(OC)c1	87	-1	3.8	-3.9	-2	-1.9	20	-4	20	1.9	21
Cc1cc(=O)[nH]c(Nc2ccccc2C)n1	100	0	-2.7	-0.6	-19	0.6	3	-2	4	2.5	-1
CCOCCCN(C(=O)CNC(=O)c1ccco1)C(C(=O)NC1CCCC1)c1cccc(OC)c1 (configuration not stated)	105	4	0.2	-2.9	-11	-0.1	15	3	-8	2.6	-12
C=CC[C@H]1C=C[C@@H](C(C(=O)OC)C(=O)OC)CN1C(C)=O	101	3	.	-1.0	.	.	4	0	2	1.6	-10

3 entries from above, with two lines to a compound.
Every second line gives: DSG3 Ab inh	HTR5A ag	AddAB inh	OPRM1-OPRD1 ag	SUMO Mot1 rescue	Ecoli viability	MOR-DOR inv ag	PKA-R1A act	PfHsp90 set2	phage Ecoli inh	HTR5A inv ctr
- N#Cc1c(-c2ccc(F)cc2)cc(-c2cccs2)nc1SCC(=O)O
    99	-1	-0.9	-0.3	8	-1.8	1	-3	-55	1.0	5
- CC[C@]12C(=O)N(C)C[C@H]([C@@H]3C(=O)N(C)C(=O)[C@@H]31)N2C(=O)c1ccc(C(C)(C)C)cc1
    99	1	.	-2.4	.	.	14	-15	5	1.4	-2
- Cc1cc(O)cc2c1C1CCC3(C)C(=O)CCC3C1C=C2 (configuration not stated)
    118	-4	.	0.4	.	.	-2	3	-3	1.7	17

Additional structures
SMILES	DSG3 Ab inh	HTR5A ag	AddAB inh	OPRM1-OPRD1 ag	SUMO Mot1 rescue	Ecoli viability	MOR-DOR inv ag	PKA-R1A act	PfHsp90 set2	phage Ecoli inh	HTR5A inv ctr
COc1ccc(OC)c(NC(=O)Cn2c(=O)n(CC(=O)NCc3ccco3)c(=O)c3ccccc32)c1	97	0	3.1	-0.4	-9	2.5	2	-5	3	2.9	1
CNC(=O)COC(=O)Cc1ccc(Cl)cc1	93	-3	4.4	-1.3	3	1.0	8	-5	-1	1.6	7
CCOC(=O)C1=C(c2ccccc2)NC(=O)NC1c1cc(OC)c(OC)c(OC)c1 (configuration not stated)	.	-3	-0.3	-6.0	-3	-2.1	22	13	0	0.3	11
Cc1nc(Cl)sc1C(=O)Nc1cccc2ccccc12	100	1	0.6	-2.3	-4	0.5	14	2	-5	4.2	-2
ON=Cc1cccn1-c1ccccc1	100	0	3.2	-0.4	16	-2.1	2	-11	5	0.6	0
COc1ccc(-c2cc(C)no2)cc1S(=O)(=O)N1CCOc2ccccc21	91	-6	1.2	-0.2	-20	-1.4	1	-6	-30	0.2	15
COc1ccc(C(CNC(=O)c2cccc(S(=O)(=O)N3CCCC3)c2)N2CCCC2)cc1 (configuration not stated)	.	1	0.3	0.4	2	-0.3	-2	8	12	0.7	-2
CC(=O)NC(Cc1ccc(F)cc1)C(=O)N1CCN(C(=O)NCc2ccccc2)CC1 (configuration not stated)	102	-3	2.3	-2.7	7	1.0	14	-2	-33	1.4	5
N#Cc1ccccc1S(=O)(=O)N1CCN(C(=O)CCNS(=O)(=O)c2ccc(Cl)cc2)CC1	.	-1	.	-4.2	.	.	17	-6	2	1.6	1
Clc1ncc(Cn2cccn2)s1	108	-5	2.2	-0.3	-12	-0.2	1	-11	-8	2.0	-12
c1ccc(C2OCC3(CO2)COC(c2ccccc2)OC3)cc1 (configuration not stated)	.	1	2.1	0.5	.	-0.7	-3	-6	.	1.8	-17
OCC1(CCc2ccccc2)CCCN(CCCc2ccccc2)C1 (configuration not stated)	102	-1	4.3	-1.7	22	1.0	8	-1	-15	2.9	2

The list continues.
SMILES	DSG3 Ab inh	HTR5A ag	AddAB inh	OPRM1-OPRD1 ag	SUMO Mot1 rescue	Ecoli viability	MOR-DOR inv ag	PKA-R1A act	PfHsp90 set2	phage Ecoli inh	HTR5A inv ctr
COc1cccc(CNC(=O)C2CCN(C(=O)N(C)C)CC2)c1	105	-1	-1.0	1.8	13	-1.9	-11	-13	-10	1.5	2
COC(=O)c1ccc(C(=O)OC)c(NC(=S)N2CCCC(C)C2)c1 (configuration not stated)	98	3	1.0	0.8	-3	0.2	-6	-4	12	1.3	-9
COc1ccc(NC(=O)c2ccc3[nH]c(C)c(C)c3c2)c(OC)c1	107	0	0.0	1.2	17	1.2	-6	-7	25	-1.4	1
S=C(NC1CCCCC1)N1CCn2cccc2C1c1cccnc1 (configuration not stated)	117	3	0.2	-1.9	177	3.1	10	2	.	4.9	5
Cc1ccccc1N1C(=O)CC(N2CCN(C(=O)c3ccco3)CC2)C1=O (configuration not stated)	113	1	0.9	-2.6	8	-0.8	11	11	18	-0.7	-2
O=C(CCc1nnc(C2(c3ccc(Cl)cc3)CCC2)o1)N1CCCC(O)C1 (configuration not stated)	99	4	-0.8	-2.4	4	-0.8	12	3	6	1.5	17
Cc1cccc(Nc2nnc(SCC(=O)Nc3ccccc3[N+](=O)[O-])s2)c1C	98	1	2.3	4.4	-8	0.2	-25	1	-16	3.4	-5
C=CCOC(=O)C(=O)/C=C/c1coc2ccccc2c1=O	103	0	5.9	-1.4	-17	0.6	8	7	-8	0.3	0
COc1ccc(-c2[nH]c(-c3ccc(F)cc3)nc2SCC(=O)NCc2ccco2)cc1OC	101	-2	-3.2	-2.0	126	0.5	12	-14	17	0.8	1
Cc1ccc2c(c1)C(=O)C(=O)N2CC1COc2ccccc2O1 (configuration not stated)	102	4	-2.2	-3.6	11	0.5	16	-14	-28	1.2	-14
c1cncc(-c2nnc3sc(-c4ccco4)nn23)c1	110	4	-1.6	-1.2	-10	-1.4	6	-9	.	-1.7	1
CC1(C)CC(=O)C=C(NCCN2CCN(C(=S)Nc3ccc(F)cc3)CC2)C1	.	0	1.0	-1.9	-8	0.7	9	-4	-53	0.6	-22

Going on with the list:
SMILES	DSG3 Ab inh	HTR5A ag	AddAB inh	OPRM1-OPRD1 ag	SUMO Mot1 rescue	Ecoli viability	MOR-DOR inv ag	PKA-R1A act	PfHsp90 set2	phage Ecoli inh	HTR5A inv ctr
CCCc1cc(=O)[nH]c(SCC(=O)Nc2cc(S(=O)(=O)N3CCOCC3)ccc2N(CC)CC)n1	88	0	1.3	-2.9	-3	-0.9	15	0	13	3.8	-1
CCOC(=S)N/C(=N\S(=O)(=O)c1ccc(C)cc1)c1ccccc1	103	1	2.5	-1.1	-4	1.9	7	8	-11	2.4	6
O=C(Nc1c(S(=O)(=O)c2ccccc2)csc1Br)c1ccccc1Cl	98	.	0.9	.	-30	1.4	.	.	-24	1.5	.
O=C(Cn1cc2c(n1)CCCCC2)N1CCCCC1	106	-2	1.6	-1.7	19	-0.9	8	-3	-2	2.3	6
Cc1csc(N2CCCC2=O)n1	111	-1	-0.4	-3.1	-12	0.2	15	-1	-14	1.0	6
Cc1cc2oc(C(=O)NCc3ccccc3)cc(=O)c2cc1C	105	1	-0.7	-0.3	382	0.9	1	-2	13	0.8	-4
CC1CCc2c(sc(NC(=O)c3cccs3)c2C(=O)O)C1 (configuration not stated)	95	-3	2.7	-2.3	-20	1.0	13	2	-11	2.0	12
CC(C)Oc1ccc(C2NC(=O)c3ccccc3O2)cc1 (configuration not stated)	110	4	-2.8	-1.8	10	-1.3	9	-2	20	-0.2	-12
O=C(Nc1cccc(-n2cnnn2)c1)c1cc2ccccc2o1	.	3	-1.8	2.4	15	2.6	-13	-10	11	0.4	-8
C/C(CC(=O)Nc1ccc(N(C)C)cc1)=N\NC(=O)c1ccc(Cl)cc1	98	-4	-0.6	-2.4	-1	-0.4	11	-9	11	0.5	14
COc1cc(NC(=O)Cc2nn(C)c(=O)c3ccccc23)cc(OC)c1	.	4	4.6	-0.5	-6	3.1	2	0	-12	1.1	-3
C=CCn1c(CCCOc2ccc(Cl)cc2Cl)n[nH]c1=S	100	-3	0.4	-2.2	410	-1.6	11	-1	0	1.6	7

The results go on:
SMILES	DSG3 Ab inh	HTR5A ag	AddAB inh	OPRM1-OPRD1 ag	SUMO Mot1 rescue	Ecoli viability	MOR-DOR inv ag	PKA-R1A act	PfHsp90 set2	phage Ecoli inh	HTR5A inv ctr
COC(=O)c1ccc(CSc2nc(C)nc3c2c(=O)n(C)c(=O)n3C)o1	96	4	-0.3	-1.6	5	-2.3	9	-6	-15	1.9	-27
CN(C(=O)CCc1ccccc1F)C1CCCN(Cc2ccccc2F)C1 (configuration not stated)	109	7	5.3	0.9	-22	0.6	-5	1	-18	1.1	-30
CC(=O)Nc1ccc(S(=O)(=O)NNC(=S)NCc2ccco2)cc1	104	-2	1.6	1.1	-8	1.6	-5	0	13	2.0	-1
Cc1nonc1CN(C)C(=O)c1cc(COc2ccc(F)cc2Cl)on1	97	2	1.0	-0.2	-3	1.4	1	9	-7	3.0	41*
N#Cc1nc(-c2cccc3ccccc23)oc1N	105	6	4.5	2.6	-12	5.5	-15	-5	-58	-2.2	-15

Screening results (PubChem)
